Source: PubChem
E-sel inducer = E-selectin induction in HUVECs, primary screen, imaging, HUVEC, immunofluorescence imaging, single point; P16581; 260,000 compounds, 0.37% hits; activation, % at 7.58 µM; normalized: neutral wells 0, TNF-alpha wells 100; AID 686992, 2013;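 active = mean E-selectin-positive cell signal at least 10% of the positive control, reached in at least 60% of replicates, without over 20% cell loss; inconclusive = no rule given, readout overlaps actives, possibly toxicity-flagged; inactive = the rest, including those meeting only one limit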;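 note: in these data hits start at about 27%; measured in HUVEC primary endothelial cells; signal is the percent of cells scored E-selectin positive by PE staining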
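Material: HUVEC primary endothelial cells; Amount: 3,000 cells per well; Dosing: single concentration; Medium: EGM-2 growth medium on 0.1% gelatin-coated wells; Read-out basis: percent E-selectin-positive cells; Signal: immunofluorescence imaging; Control set: TNF-alpha, DMSO.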
DENV2 CPE rescue = inhibitors of DENV2 cytopathic effect, primary screen, cell-based, plate reader, single concentration; 350,000 compounds, 1.7% hits; CPE inhibition, % at 9.99 µM; AID 651640, 2012; DENV2-infected cells, cytopathic effect rescue; in the data active = CPE inhibition above about 20%, passing the limit was not always enough; inconclusive = no clear call, values can overlap the other calls; tested in BHK-21 cells;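 note: 0% = median of neutral control wells and 100% = median of positive control wells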
S100A4 MyoIIA = inhibitors of S100A4-myosin IIA peptide binding, primary screen, biochemical, fluorescence polarization, TAMRA-MyoIIA peptide; 360,000 compounds, 0.14% hits; inhibition, % at 10.7 µM; Protein S100-A4 (Homo sapiens), P26447;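 active = mean inhibition of at least 70% across replicates, with every replicate also reaching that level; inconclusive = mean inhibition reaches 70% but some replicates fall short; inactive = mean inhibition below 70%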
Target sequence (P26447 whole entry, looked up): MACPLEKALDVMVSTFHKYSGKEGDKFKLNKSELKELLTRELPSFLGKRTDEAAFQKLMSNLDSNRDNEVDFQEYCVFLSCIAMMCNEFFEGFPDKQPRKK
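Test system: S100A4 monomer protein. Medium: HEPES buffer with Ca2+, pH 7.2. Reagent: fluorescent myosin IIA peptide, 5 nM. Compound dosing: single-point compound testing. Timing: 5 min between mix addition and reading. Benchmarks: DMSO neutral and TFP positive wells.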
PglD DTNB = C. jejuni PglD acetyltransferase inhibitors, primary screen, biochemical, DTNB colorimetric, single point | purified PglD enzyme, DTNB colorimetric CoA detection | inhibition, % at 12.5 µM | UDP-N-acetylbacillosamine N-acetyltransferase PglD (Campylobacter jejuni) | 360,000 compounds, 0.098% hits; in the data active = inhibition above about 16%, passing the limit was not always enough; inconclusive = no clear call, values can overlap the other calls; note: strong numbers were not always called active
ERp5 inh = inhibitors of ERp5-driven insulin aggregation, primary screen, biochemical, turbidity, absorbance 650 nm, single point | 350,000 compounds, 0.05% hits | inhibition, % at 9.99 µM | Protein disulfide-isomerase A6 (Homo sapiens), Q15084 | 90 min | AID 651711, 2012;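 active = mean replicate inhibition above about 25%, with every replicate also reaching it, limit read from the data, passing the limit was not always enough; inconclusive = only one of those two criteria met; inactive = neither criterion met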
Target sequence (Q15084 whole entry, looked up): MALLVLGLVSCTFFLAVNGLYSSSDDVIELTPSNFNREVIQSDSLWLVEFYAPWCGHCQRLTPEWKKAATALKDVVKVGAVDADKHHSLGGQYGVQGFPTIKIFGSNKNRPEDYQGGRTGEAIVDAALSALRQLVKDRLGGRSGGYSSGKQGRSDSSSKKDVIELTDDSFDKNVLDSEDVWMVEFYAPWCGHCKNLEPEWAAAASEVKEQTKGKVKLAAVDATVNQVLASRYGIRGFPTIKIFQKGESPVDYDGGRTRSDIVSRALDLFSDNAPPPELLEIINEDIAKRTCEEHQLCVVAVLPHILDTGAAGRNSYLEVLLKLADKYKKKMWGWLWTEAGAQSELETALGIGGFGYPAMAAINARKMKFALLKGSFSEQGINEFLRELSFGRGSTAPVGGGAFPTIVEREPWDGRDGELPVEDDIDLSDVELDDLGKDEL
SIRT5 block = SIRT5 desuccinylase inhibitors, primary screen, biochemical, fluorescence imaging, single point, set 5 | inhibition, % at 15 µM | AID 652115, 2013 | Purified SirT5, succinyl-peptide AMC, trypsin-coupled fluorescence | NAD-dependent protein deacylase sirtuin-5, mitochondrial (Homo sapiens), Q9NXA8 | 330,000 compounds, 1.1% hits; in the data active = inhibition above about 15%; inconclusive = no clear call, values can overlap the other calls
Target sequence (Q9NXA8 whole entry, looked up): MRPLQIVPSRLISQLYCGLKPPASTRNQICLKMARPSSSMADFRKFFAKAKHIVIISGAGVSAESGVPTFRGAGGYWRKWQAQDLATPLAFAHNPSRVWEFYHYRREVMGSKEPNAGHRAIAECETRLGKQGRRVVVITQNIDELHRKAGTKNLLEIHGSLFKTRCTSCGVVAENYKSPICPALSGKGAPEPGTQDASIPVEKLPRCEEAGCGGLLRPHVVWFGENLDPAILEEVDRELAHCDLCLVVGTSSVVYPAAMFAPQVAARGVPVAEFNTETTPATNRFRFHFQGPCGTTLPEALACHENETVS
Statin myotox sup = suppressors of statin myotoxicity in C2C12 myotubes, primary screen, cell-based, single point, plate reader | C2C12 myotubes + simvastatin, ATP luminescence, 48 h; scaled: DMSO 0, geranylgeraniol control 100 | rescue of ATP level, % at 7.49 µM | 330,000 compounds, 0.78% hits | AID 602340, 2012;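 active = mean ATP rescue above about 67%, or every replicate alone reaching that limit, limit read from the data, passing the limit was not always enough; inconclusive = no clear call, values can overlap the other calls; inactive = mean under the limit and some replicate under it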;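 note: myotubes were challenged with 10 µM simvastatin during compound exposure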
Numbers without * were called inactive; ? = inconclusive; . = not tested or not shown; & = joins results of further samples.

item	mol	E-sel inducer	DENV2 CPE rescue	S100A4 MyoIIA	PglD DTNB
1	Fc1ccc(CNC(=S)Nc2ccc(OC(F)F)cc2)cc1	-0.7	-5	-6	.
2	COc1ccc(C(=O)N2CCC2(C)C(=O)NC(C)C)cc1OC (centres undefined)	.	?	-4	4
3	C[C@@H]1CN([C@@H](C)CO)C(=O)c2cccc(NC(=O)C3CC3)c2O[C@@H]1CN(C)Cc1ccc(C(F)(F)F)cc1	-0.7	-2	0	3
4	CCOC(=O)C1=CC[C@H]2c3c(c4ccccc4n3C)C(=O)C1N2Cc1ccccc1	0.4	5	-1	8
5	Cc1ccc(NC(=O)CCc2nnc3ccc(NCc4ccco4)nn23)cc1F	.	-7	-2	3
6	C[C@@H]1CCCCO[C@@H](CN(C)C)[C@H](C)CN([C@H](C)CO)C(=O)c2cc(NC(=O)CCC(F)(F)F)ccc2O1	0.0	12	28	0
7	COc1ccccc1C(=O)NCCC(=O)NCc1cccnc1	-0.6	.	-2	-7
8	FC(F)(F)c1cnc(NNC(=S)Nc2ccccc2)c(Cl)c1	-0.3	-5	1	5

item	ERp5 inh	SIRT5 block	Statin myotox sup
1	-2	0	.
2	-9	12	3
3	21	2	13
4	1	-2	14
5	-2	-1	6
6	3	4	20
7	2	0	8
8	2	0	-6

Continued:
item	mol	E-sel inducer	DENV2 CPE rescue	S100A4 MyoIIA	PglD DTNB
9	COc1ccc(C(=O)NCc2nnc(SCC(=O)N3CCOCC3)o2)cc1	.	-7	1	.
10	CCOc1ccc(C(=O)Nc2cc3c(cc2N2CCCC2)n(CC)c(=O)n3CC)cc1OCC	.	11	-24	-1
11	COCCCN(C(=O)C1CCC1)c1c(N)n(Cc2ccccc2)c(=O)[nH]c1=O	1.3	-2	3	-1
12	C[C@H](CO)N1C[C@H](C)[C@@H](CN(C)S(=O)(=O)c2ccc(F)cc2)Oc2cc(Br)ccc2S1(=O)=O	0.7&1.6	?	4&8&2	-1&-2
13	COc1ccc2c3c([nH]c2c1)[C@H](CO)N(Cc1cc(F)ccc1F)CC31CN(C)C1	-0.6	13	-32	.
14	COc1ccc(CCn2c(=N)c(C(=O)NCC3CCCO3)cc3c(=O)n4cccc(C)c4nc32)cc1 (centres undefined)	.	-6	1	-1
15	O=C(c1ccc(OC2CCN(Cc3ccccc3O)CC2)cc1)N1CCCCC1	-0.3	-8	21	0
16	CC(=O)Nc1ccc(C(O)(C(F)(F)F)C(F)(F)F)cc1	.	-2	34	-3

item	ERp5 inh	SIRT5 block	Statin myotox sup
9	-7	0	.
10	4	0	3
11	-7	0	-6
12	0&5&0	-5&-4&0	?
13	4	-3	.
14	4	-3	-8
15	-11	0	6
16	1	-3	-1

Carrying on.
item	mol	E-sel inducer	DENV2 CPE rescue	S100A4 MyoIIA	PglD DTNB
17	COC(=O)C[C@H]1CC[C@@H]2[C@@H](COc3ccc(NC(=O)Cc4cccs4)cc3C(=O)N2C)O1	0.9	-2	1	1
18	Cc1ccc2c(cnn2C(=O)CCC(=O)NC2CCCCC2)c1	0.3	1	0	5
19	Cc1ccc(NC(=O)c2cc(S(=O)(=O)N3CCc4ccccc43)cn2C)cc1C	-0.2	0	2	-4
20	C[C@@H]1CN([C@@H](C)CO)C(=O)c2cc(NC(=O)Nc3ccc4c(c3)OCO4)ccc2O[C@@H](C)CCCCO[C@H]1CN(C)Cc1ccncc1	-0.1	0	5	4
21	CCCCC[C@H](C)N1C[C@H](COCc2ccccc2)Oc2cc(N3CCC[C@H]3CO)ccc2S1(=O)=O	-0.1	-10	-2	.
22	O=c1[nH]c(-c2ccc(O)cc2)nc2scc(-c3cccs3)c12	0.3	3	-3	-10
23	CSc1ccc(Cl)c(C(=O)Nc2ccc(N3CCOCC3)cc2)c1	1.0	-9	0	-3
24	COc1ccccc1CNC(=O)C[C@@H]1CC[C@@H]2[C@@H](COc3ccc(NC(=O)Nc4ccc(F)c(F)c4)cc3C(=O)N2C)O1	0.2	.	4	1

item	ERp5 inh	SIRT5 block	Statin myotox sup
17	-3	-1	-3
18	1	4	2
19	7	-22	-20
20	4	-6	.
21	2	-1	.
22	-13	-9	-18
23	2	0	-26
24	.	.	-43

Next part
item	mol	E-sel inducer	DENV2 CPE rescue	S100A4 MyoIIA	PglD DTNB
25	CCCNC(=O)c1c(O)c2cccc3c2n(c1=O)CCC3	0.7	?	-1	1
26	O=C(O)Cn1ncc2c1-c1ccoc1CC2	.	4	0	2
27	O=C(C[C@H]1C=C[C@@H](NS(=O)(=O)c2ccccc2)[C@H](CO)O1)NCc1ccncn1	0.4	-1	-1	1
28	COc1ccc(/C=C/C(=O)O)cc1S(=O)(=O)NCC1CCCO1 (centres undefined)	0.0	-3	4	-1
29	COc1ccc(NC(=O)N2C[C@H](O)COC[C@H]3O[C@H](CC(=O)NCc4ccccc4OC)CC[C@@H]32)cc1	-0.1	-3	0	3
30	COc1ccc(-c2[nH]c(-c3cc(OC)c4c(c3)OCO4)nc2-c2ccccc2)cc1	.	6	-2	-5
31	CC(C)CCNC(=O)C(=O)Nc1cc2c3c(c1)CC(=O)N3CCC2	-0.9	-5	-2	1
32	CCC(=O)N1[C@@H](CO)[C@H](c2ccccc2)[C@@H]1CN(C)C(=O)CN1CCOCC1	0.1	-2	3	-5

item	ERp5 inh	SIRT5 block	Statin myotox sup
25	1	-1	-10
26	6	2	-1
27	-3	-8	-4
28	-2	-3	3
29	2	-4	-8
30	0	3	.
31	9	-2	11
32	-2	-1	-6

Brought forward from above: 5 entries; new compounds follow.
item	mol	E-sel inducer	DENV2 CPE rescue	S100A4 MyoIIA	PglD DTNB
28	COc1ccc(/C=C/C(=O)O)cc1S(=O)(=O)NCC1CCCO1 (centres undefined)	0.0	-3	4	-1
29	COc1ccc(NC(=O)N2C[C@H](O)COC[C@H]3O[C@H](CC(=O)NCc4ccccc4OC)CC[C@@H]32)cc1	-0.1	-3	0	3
30	COc1ccc(-c2[nH]c(-c3cc(OC)c4c(c3)OCO4)nc2-c2ccccc2)cc1	.	6	-2	-5
31	CC(C)CCNC(=O)C(=O)Nc1cc2c3c(c1)CC(=O)N3CCC2	-0.9	-5	-2	1
32	CCC(=O)N1[C@@H](CO)[C@H](c2ccccc2)[C@@H]1CN(C)C(=O)CN1CCOCC1	0.1	-2	3	-5
33	CC(=O)C1=C(C)N(Cc2ccccc2)C(=O)N[C@H]1c1cccs1	-0.1	-6	5	10
34	CN(CCc1ccccc1)C(=O)c1ccc(NC(=O)Cc2ccc([N+](=O)[O-])cc2)cc1	-0.2	-5	-2	-2
35	NS(=O)(=O)c1ccc(CCNC(=O)COC(=O)/C=C/c2ccccc2Cl)cc1	-3.5	5	-3	.
36	Cc1ccc(C(=O)CSc2nnc3c4ccccc4nc(C(C)(C)C)n23)cc1	.	1	0	.
37	C[C@@H]1CN([C@@H](C)CO)C(=O)Cc2cc(NS(=O)(=O)c3cn(C)cn3)ccc2O[C@@H]1CN(C)Cc1ccc(-c2ccccc2)cc1	1.2	6	10	.
38	CCC(=O)N(C)C[C@@H]1Oc2ncc(C#CC3(O)CCCC3)cc2C(=O)N([C@H](C)CO)C[C@H]1C	0.0	13	4	1
39	CC(=O)N1[C@@H]2Cn3c(ccc(-c4ccncc4)c3=O)[C@H]1[C@@H](C(=O)NC1Cc3ccccc3C1)[C@@H]2CO	-0.1	5	-12	-1
40	C[C@@H]1CCCCO[C@@H](CN(C)S(=O)(=O)c2ccccc2)[C@H](C)CN([C@H](C)CO)C(=O)c2cc(NC(=O)CCC(F)(F)F)ccc2O1	-0.2	9	1	1

item	ERp5 inh	SIRT5 block	Statin myotox sup
28	-2	-3	3
29	2	-4	-8
30	0	3	.
31	9	-2	11
32	-2	-1	-6
33	-3	.	1
34	2	.	9
35	-1	3	.
36	1	2	.
37	-6	3	11
38	3	1	3
39	-2	-67	3
40	5	3	.

(further entries)
item	mol	E-sel inducer	DENV2 CPE rescue	S100A4 MyoIIA	PglD DTNB
41	COc1ccc(S(=O)(=O)N2CCOC23CCN(S(=O)(=O)c2cc(C)ccc2C)CC3)cc1	.	3	-4	9
42	Cc1ccc(C)c(S(=O)(=O)Nc2cc3c4c(c2)CC(=O)N4CCC3)c1	.	4	-3	-4
43	CC1CCCCC1NC(=O)COC(=O)c1cccn1C (centres undefined)	3.2	-2	-1	-3
44	CCOC(=O)CNC(=O)c1c2c(nc3ccccc13)CCCC2	.	1	-2	1
45	Cc1ccc(C(=O)NC2CCS(=O)(=O)C2)cc1S(=O)(=O)N1CCCCC1 (centres undefined)	.	.	3	1
46	O=C(O)CCC(NC(=O)c1ccc(Cl)cc1)C(=O)O (centres undefined)	.	-5	-1	.
47	O=C(CCN1CCCCC1)NCC[C@H]1CC[C@@H](NC(=O)C2CCCCC2)[C@H](CO)O1	-0.1	-3	2	.
48	CCOc1ncccc1C(=O)OC(C)C(=O)Nc1ccc(CC)cc1 (centres undefined)	-3.7	8	-6	.

item	ERp5 inh	SIRT5 block	Statin myotox sup
41	-1	-6	15
42	-6	0	-19
43	7	-1	0
44	-9	-4	19
45	0	0	4
46	1	0	.
47	-6	-1	.
48	7	-5	.

The list goes on:
item	mol	E-sel inducer	DENV2 CPE rescue	S100A4 MyoIIA	PglD DTNB
49	O=S(=O)(c1ccc2nc(SCc3ccc(Cl)cc3)[nH]c2c1)N1CCOCC1	-0.3	1	1	5
50	CC(C)c1nc2c(s1)CCc1onc(-c3ccc(Cl)cc3)c1-2	0.2	-7	-3	-3
51	N#C[C@@H]1[C@@H](c2ccccc2)[C@H](CO)N1C(=O)c1cc(Cl)cc(Cl)c1	0.1	-7	6	4
52	O=S(=O)(c1cccs1)N1CCC(CO)(Cc2cccc(F)c2)CC1	.	6	7	.
53	COc1ccccc1CCC(=O)N1CCN(S(=O)(=O)c2cccc(F)c2)CC1	-0.3	-10	0	-5
54	CC1(C)OC(C)(C)/C(=C\c2ccccc2[N+](=O)[O-])C1=O	0.1	-2	-12	6
55	COc1ccc(-c2noc(CSc3nc(N)c(-c4ccccc4)c(=O)[nH]3)n2)cc1	.	15	-1	0
56	CN1CCC(=O)N(CCSc2ccc(Br)cc2)CC1	0.0	11	-1	1

item	ERp5 inh	SIRT5 block	Statin myotox sup
49	8	-3	.
50	-7	.	-8
51	7	2	-1
52	5	.	.
53	2	-1	3
54	1	-2	-11
55	3	2	4
56	1	.	22

(more compounds)
item	mol	E-sel inducer	DENV2 CPE rescue	S100A4 MyoIIA	PglD DTNB
57	Cc1noc(C)c1NC(=O)N[C@@H]1CC[C@@H](CC(=O)NCc2ccc(Cl)c(Cl)c2)O[C@H]1CO	0.3	3	-3	1
58	CN1CCN(C(=O)C[C@H]2CC[C@H]3[C@@H](COC[C@H](O)CN3C(=O)Nc3ccc(F)cc3)O2)CC1	0.1	-1	1	-1
59	CCC(=O)Nc1ccc2c(c1)OC[C@H](C)N(C(=O)c1ccccn1)C[C@H](C)[C@H](OC)CN(C)C2=O	0.0	34*	51	.
60	C[C@@H]1CN([C@H](C)CO)C(=O)c2cccc(NC(=O)C3CCCCC3)c2O[C@H]1CN(C)S(C)(=O)=O	-6.2	-9	5	-5
61	Cc1cc(CN(C)C(=O)CC2C(=O)NCCN2Cc2ccc(-c3ccccc3)cc2)on1 (centres undefined)	.	-4	-3	5

item	ERp5 inh	SIRT5 block	Statin myotox sup
57	-1	6	2
58	-1	-2	-6
59	10	1	.
60	5	-8	3
61	4	0	2

These rows are one share of the data; count on the stated rates, not on these rows.
